GIRK2 act – Activates human GIRK2-containing potassium channels. P48051. HEK293 GIRK2/NPY4 cells, thallium flux fluorescence. activation (% efficacy), % for hits at 37.5 µM. 34,000 tested, under 10 active. AID 1259324;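 active means primary screen hit, no activity in plain HEK293 cells, and in GIRK2-only cells above 5% efficacy rising with concentration; inactive means the rest, including fluorescent compounds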;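 further: efficacy is normalized control-subtracted fluorescence 15 s after thallium addition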
Calls only; i = inactive.

SMILES	GIRK2 act
O=C(NCc1ccc(Cl)cc1)C(=O)NCC1(c2cccs2)CCCC1	i
O=C(Cc1cccc2ccccc12)NCC1CCN(Cc2cccs2)CC1	i
Cc1ccc(OCC(O)Cn2c(C3CC3)nc3ccccc32)cc1 (stereo not drawn)	i
CCN1CCc2nc(-c3ccc(F)cc3)n(CC(=O)N3CCc4ccccc4C3)c(=O)c2C1	i
O=C(CN1C(=O)S/C(=C\c2ccccc2)C1=O)NCCN1C(=O)CSC1=O	i
Cc1ccc(=O)n(CCNC(=O)c2ccc3nsnc3c2)n1	i

Retrieved one by one from above, three records:
SMILES	GIRK2 act
O=C(CN1C(=O)S/C(=C\c2ccccc2)C1=O)NCCN1C(=O)CSC1=O	i
Cc1ccc(=O)n(CCNC(=O)c2ccc3nsnc3c2)n1	i
Cc1ccc(OCC(O)Cn2c(C3CC3)nc3ccccc32)cc1 (stereo not drawn)	i

Bioassay records deposited in PubChem BioAssay by Vanderbilt University.

A portion of the library (hit frequency here may not be typical).
